Assay outcomes as filed in PubChem BioAssay.
phage Ecoli inh = growth loss of phage-infected E. coli, primary screen, RecBCD inhibitor project, absorbance, with phage, HTS | inhibition, % at 11.9 µM | 360,000 compounds, 0.26% hits; in the data active = inhibition above about 11%
PfHsp90 set2 = growth inhibition of PfHsp90-expressing yeast, primary screen, antimalarial PfHsp90 inhibitor project, S. cerevisiae, BacTiter-Glo luminescence, single point, set 2; BacTiter-Glo ATP, 48 h; yeast lacking PDR1 and PDR3 efflux regulators; inhibition, % at 9.4 µM; 310,000 compounds, 0.32% hits;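 active = every replicate shows inhibition above about 80%, whatever the replicate mean, limit read from the data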;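 also: 0% = DMSO neutral controls and 100% = 20 µM radicicol positive controls; yeast relying on Plasmodium falciparum Hsp90 in place of its own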
AddAB inh = growth inhibition of E. coli expressing H. pylori AddAB, primary screen, AddAB inhibitor project, absorbance | inhibition, % at 11.9 µM | 330,000 compounds, 0.29% hits; in the data active = inhibition above about 12%;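 also: 0% = vehicle wells of infected cells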
Arr AP2 block = inhibitors of beta-arrestin/AP2 binding, primary screen, biochemical, GPCR trafficking, flow cytometry; beta-arrestin 1 C-terminal peptide binding to AP2 beta2-adaptin appendage (human); FITC-arrestin peptide / GST-AP2 beads; AP2 beta2 appendage carries R879A mutation; inhibition, % at 10 µM; 340,000 compounds, 0.31% hits; AID 504490, 2011;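 active = inhibition above a set limit, near 3 SD of compounds lacking own fluorescence, cut at about 54% in these data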;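 also: plate controls were DMSO wells for no effect and 5 µM unlabelled arrestin peptide for full effect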
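System: GST-AP2 R879A glutathione beads; medium: PBS, Tween 20 0.05%, BSA 0.1%; reagent: fluorescein-tagged arrestin peptide at 50 nM final; schedule: pre-incubation 12 min, peptide binding 1 h, room temperature; detection: flow cytometry, FL1 (488/535 nm); read-out: inhibition as reduced fluorescein signal on beads, percent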
Mot1-301 SUMO = yeast Mot1-301 growth rescue at high temperature, primary screen, SUMOylation pathway inhibitor project, S. cerevisiae, ATP luminescence, 38.5C; 320,000 compounds, 1% hits; growth rescue, % at 18.8 µM; S. cerevisiae Mot1-301 growth rescue; percent above DMSO median, 100 means doubled;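 active = every valid replicate shows activation above 250% relative to neutral control wells; inactive = the rest, any valid replicate at or below 250%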;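 also: OY570 slx delta 5 strain wells were the positive control but not used for scaling; some compounds called inactive have numbers as strong as hits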
Ecoli viability = E. coli V3065 growth inhibition, primary screen, counter-screen for AddAB inhibitor project, absorbance, OD600. 18 h. inhibition, % at 11.9 µM. 330,000 compounds, 0.27% hits;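 active = inhibition above the campaign's mean inhibition across all tested compounds plus 3 SD, cut at about 9.9% in these data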;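 also: uninfected addAB+ strain grown without phage in ampicillin broth; 0% = DMSO wells and 100% = ciprofloxacin 0.95 µg/ml wells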
MOR-DOR ag = agonists of OPRM1-OPRD1 heterodimerization, primary screen, cell-based, luminescence. 340,000 compounds, 0.3% hits. cells. activation, % at 9.3 µM. Mu-type opioid receptor (Homo sapiens) + Delta-type opioid receptor (Homo sapiens), …. AID 504326, 2011; in the data active = activation above about 18%;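 also: 0% = vehicle-treated cells and 100% = reference agonist; values of inactives mirror those of a sister screen read the other way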
Target sequence (P35372 whole entry, looked up): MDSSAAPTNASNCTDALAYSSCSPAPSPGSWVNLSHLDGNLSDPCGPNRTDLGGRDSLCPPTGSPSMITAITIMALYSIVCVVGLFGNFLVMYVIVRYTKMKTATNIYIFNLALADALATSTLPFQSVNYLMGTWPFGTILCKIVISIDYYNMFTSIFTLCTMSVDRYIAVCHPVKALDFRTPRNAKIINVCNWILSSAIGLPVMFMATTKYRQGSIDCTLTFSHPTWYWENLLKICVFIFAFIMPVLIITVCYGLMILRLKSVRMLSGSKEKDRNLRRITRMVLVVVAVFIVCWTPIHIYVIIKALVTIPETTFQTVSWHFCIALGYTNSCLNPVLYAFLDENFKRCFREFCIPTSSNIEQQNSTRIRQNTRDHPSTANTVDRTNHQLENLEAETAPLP
Target sequence (P41143 whole entry, looked up): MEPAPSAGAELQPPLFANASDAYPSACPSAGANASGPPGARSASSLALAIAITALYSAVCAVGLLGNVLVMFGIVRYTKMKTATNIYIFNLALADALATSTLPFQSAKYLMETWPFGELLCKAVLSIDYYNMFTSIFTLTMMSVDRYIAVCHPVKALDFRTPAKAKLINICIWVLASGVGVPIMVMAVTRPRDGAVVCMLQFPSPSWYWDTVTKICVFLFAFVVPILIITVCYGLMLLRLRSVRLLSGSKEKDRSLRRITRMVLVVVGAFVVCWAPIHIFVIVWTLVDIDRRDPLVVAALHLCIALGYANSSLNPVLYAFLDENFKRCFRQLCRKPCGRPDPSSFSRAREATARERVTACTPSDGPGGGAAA
PKA-R1A activ = activators of PKA-R1A holoenzyme, primary screen, biochemical, fluorescence polarization, Cy5-IP20, bovine R1A, mouse PKAc. PKA-R1A dissociation; scaled: DMSO 0%, 113 µM cGMP 100%. activation, % at 11.4 µM. 340,000 compounds, 0.083% hits. AID 504707, 2011;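 active = percent activation above the mean of all tested compounds plus 3 SD, cut at about 19% in these data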;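 also: higher means more PKAc released from R1A so a rise in polarization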
Tat export inh = E. coli Tat export inhibitors, primary screen, MC4100, TorA-mCherry reporter, fluorescence, single point; inhibition, % at 10 µM; 340,000 compounds, 0.036% hits;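 active = mean replicate inhibition at least 50% and at least half of replicates individually reaching 50%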;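 also: exported cargo escapes ClpAP degradation while cytoplasmic cargo is degraded and loses fluorescence; 0% = median of neutral control wells and 100% = median of NaSCN control wells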
OPRM1-OPRD1 inv = inverse agonists of MOR-DOR heterodimerization, primary screen, cell-based, luminescence. cell-based MOR-DOR heterodimer luminescence, inverse agonism. AID 504357, 2011. inhibition, % at 9.3 µM. 340,000 compounds, 0.21% hits; in the data active = inhibition above about 22%, passing the limit was not always enough;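 also: 0% = cells with DMSO and 100% = wells without cells with DMSO; values of inactives mirror those of a sister screen read the other way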
DSG3 Ab inh = inhibitors of pemphigus antibody binding to DSG3, primary screen, biochemical, bead-based, flow cytometry, scFv-GFP. DSG3-coupled beads, scFv-anti-DSG3-GFP binding; hits give low values. binding (percent of control), % at 10 µM. 310,000 compounds, 0.48% hits;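 active = binding more than 3 SD below its plate's average and above zero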;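 also: hits lower antibody fragment binding to DSG3; some compounds called inactive have numbers as strong as hits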
* hit, by the source's call; i = inactive; nt = no result given.

SMILES	phage Ecoli inh	PfHsp90 set2	AddAB inh	Arr AP2 block	Mot1-301 SUMO	Ecoli viability	MOR-DOR ag	PKA-R1A activ	Tat export inh	OPRM1-OPRD1 inv	DSG3 Ab inh
Cc1nn(-c2ccccc2)c(C)c1NC(=O)COC(=O)[C@@H](NC(=O)c1ccccc1)C(C)C	1.8	61	0.8	-1	-8	2.8	-0.4	-1	9	2	102
N#CCCn1cc(/C=C2\NC(=S)N(c3ccccc3)C2=O)c(-c2ccc(F)cc2)n1	4.9	-2	1.8	-9	8	-0.7	-3.8	-3	3	18	1.1*
O=C(COc1ccccc1[N+](=O)[O-])NCCCN1CCCC1=O	2.9	-21	0.9	28	9	1.1	-0.4	-3	-1	2	nt
Cc1ccsc1/C=N/N1CCN(c2ccccc2)CC1	0.1	10	-0.9	5	-6	3.1	2.8	-9	-5	-16	107
O=S(=O)(Nc1nccs1)c1ccc(NCc2cc(Br)cc(Br)c2O)cc1	3.3	2	1.8	35	14	4.0	-3.5	-9	4	18	93
CC(C)N(C(=O)COC(=O)c1ccc(Cl)nc1)C(C)C	1.7	17	-1.0	-5	-3	3.5	-2.0	-6	-12	9	103
O=C(CSc1ncnc2nc[nH]c12)NCCc1ccccc1	2.4	-6	-4.3	5	455	-1.0	3.2	4	-8	-18	110
Cc1ccc(CNC(=O)CCNS(=O)(=O)c2ccc3c(c2)c(=O)n(C)c(=O)n3C)cc1	0.1	15	0.8	2	-12	-1.0	0.7	4	-5	-4	97
O=C(CCN1C(=O)S/C(=C\c2ccc(Cl)cc2)C1=O)Nc1ccc(C(=O)O)cc1	2.2	-4	2.5	10	-24	0.2	-1.9	2	3	10	nt
O=C(CSc1n[nH]c(-c2ccccc2O)n1)NC1CCCCC1	3.5	4	3.3	23	-13	0.9	1.4	-2	0	-10	nt
COc1ccc(C2c3ccc4ccccc4c3Oc3ncn(Cc4ccco4)c(=N)c32)cc1OC (centres undefined)	1.2	5	3.2	7	5	1.0	0.1	-4	8	-1	108
COc1cccc(CCc2nnc(CCC(=O)N3CCCC3c3nccs3)o2)c1 (centres undefined)	1.9	-5	1.9	-7	nt	0.8	0.4	0	5	-2	95
CCOC(=O)c1[nH]c2ccccc2c1N=C(C)N(CC)CC	0.0	21	-0.2	0	-11	-1.0	-1.0	-4	0	6	98
Cc1cc(C)c(NC(=O)c2ccc3c(c2)NC(=O)C(C)S3)c(C)c1 (centres undefined)	-1.2	-4	0.5	-3	-9	2.5	-3.2	-3	2	13	nt
O=C(CCc1nc2ccccc2[nH]1)N1CCN(C(=O)c2ccco2)CC1	2.0	-6	2.9	4	-5	0.9	-2.4	-14	2	12	110
O=c1[nH]c(=O)n(Cc2ccco2)c2c1C(C(F)(F)F)(C(F)(F)F)N=C(c1ccc(F)cc1)N2	1.9	0	-0.2	31	56	-0.5	-3.0	-5	-1	15	101
COc1ccc(/C=N/Nc2ccc(C(=O)O)cc2)c(OC)c1OC	2.3	9	-1.4	2	5	-1.3	-5.5	7	-4	25	121
O=C(NCc1ccccc1Cl)c1ccc2c(c1)SC1=NS(=O)(=O)CCN12	0.5	1	2.6	-6	-28	4.0	-2.0	-6	15	10	98
O=C(NCCCN1CCOCC1)c1ccc(Sc2ccc(Br)cc2)c([N+](=O)[O-])c1	0.2	-40	0.7	2	-35	-1.1	-2.4	0	-6	12	88
COc1ccc(N(CC(=O)NC2CCCC2)C(=O)CCC(=O)Nc2cc(C)on2)c(OC)c1	-0.1	9	0.6	2	11	1.4	-2.4	-20	-6	13	nt
COC(=O)c1cc(OC)c(OC)cc1NC(=O)CCC1CCCC1	3.3	4	0.6	-2	19	-0.9	3.3	-9	14	-18	100
Cc1ccn2c(=O)c(C(=O)NCCCN3CCCC3=O)c(O)nc2c1	0.6	0	3.6	12	40	0.1	-2.0	-1	-1	10	97
CCn1c(=O)[nH]c2ccccc2c1=O	1.9	nt	1.3	23	-9	-1.1	-2.1	-1	-6	11	95
COc1ccc(N2CCN(C(=O)CSc3nnc(Cn4nnc5ccccc54)n3C)CC2)cc1	0.8	5	1.5	-3	-20	0.3	-3.1	1	7	14	nt
Cn1nnnc1SCc1cccc(CSc2nnnn2C)n1	3.8	14	3.1	6	83	1.6	-1.1	-4	10	6	99
Cc1c(C(C)NC(=O)c2cc(COc3cccc4cnccc34)on2)cnn1C (centres undefined)	2.0	1	2.7	-11	-4	-0.6	0.1	-11	-5	-1	120
Cc1onc(-c2ccccc2Cl)c1-c1nc(-c2ccncc2)no1	2.2	11	0.4	16	2	0.9	2.6	-2	3	-14	104
O=C(NCc1cccnc1)c1ccc(Cn2c(=S)[nH]c3ccc(Br)cc3c2=O)cc1	2.4	-25	1.8	3	11	0.8	-0.1	-8	-6	1	102
CNc1ccccc1C(C)(C)c1cc(C)[nH]n1	2.9	0	1.4	-5	-3	-4.6	-0.3	0	4	2	105
Cc1nc2ccccn2c1C(=O)NNC(=O)Nc1ccccc1	2.0	-14	0.6	15	1	-2.4	-0.8	-8	-3	6	102

Overlap with the part before: three entries; new compounds follow.
SMILES	phage Ecoli inh	PfHsp90 set2	AddAB inh	Arr AP2 block	Mot1-301 SUMO	Ecoli viability	MOR-DOR ag	PKA-R1A activ	Tat export inh	OPRM1-OPRD1 inv	DSG3 Ab inh
O=C(NCc1cccnc1)c1ccc(Cn2c(=S)[nH]c3ccc(Br)cc3c2=O)cc1	2.4	-25	1.8	3	11	0.8	-0.1	-8	-6	1	102
CNc1ccccc1C(C)(C)c1cc(C)[nH]n1	2.9	0	1.4	-5	-3	-4.6	-0.3	0	4	2	105
Cc1nc2ccccn2c1C(=O)NNC(=O)Nc1ccccc1	2.0	-14	0.6	15	1	-2.4	-0.8	-8	-3	6	102
Cc1ccc(C)c(NC(=O)CN(C)C(=O)C2CCN(S(=O)(=O)c3ccc4c(c3)OCCO4)CC2)c1	-0.4	nt	0.9	4	16	0.1	-1.5	-4	-6	8	89
CC(C)CCNC(=O)C(c1ccc(O)cc1)N(Cc1cccs1)C(=O)C1COc2ccccc2O1 (centres undefined)	3.5	-13	2.9	17	8	1.8	1.1	-13	14	-6	80
O=C(O/N=C/c1cccc([N+](=O)[O-])c1)C1CC1	1.2	-5	-2.6	-5	-11	1.4	0.4	-9	-1	-2	104
Cc1ccc(S(=O)(=O)NCCC(=O)NNC(=O)C2COc3ccccc3O2)cc1 (centres undefined)	4.7	7	0.7	24	7	0.5	-0.6	-9	-9	4	105
O=C(NCc1ccc(Cl)cc1)NCC(F)(F)F	0.3	-8	-1.0	-1	-1	-1.9	0.1	-11	-2	0	103
Cc1ccc(S(=O)(=O)N2c3ccccc3NC(=O)C2CC(=O)Nc2ccccc2)cc1 (centres undefined)	3.2	14	3.4	24	-12	0.6	-1.9	-11	2	9	nt
COc1ccc(N2C(=O)C3NN=C(C(=O)OCc4ccccc4)C3C2=O)cc1 (centres undefined)	-0.5	10	-0.2	16	-2	-1.5	-2.1	3	0	9	nt
COc1ccc(/C=C/C(=O)OCC(=O)Nc2ccc(Cl)cn2)cc1	2.1	-13	3.1	-16	151	-1.3	5.2	-9	2	-27	100
CCn1c(C)nc2cc(-c3nnc(-c4c(-c5ccccc5)noc4C)o3)ccc21	1.1	nt	2.0	7	11	0.5	0.0	-16	0	0	100
O=C(CSc1nnc(-c2ccc(Cl)cc2Cl)n1C1CCCCC1)N1CCCC1	1.1	-6	2.7	-1	i	0.3	15	-4	0	-62	nt
Cc1ccc(C(=O)Nc2cc3c(oc2=O)CCCC3=O)cc1	0.9	nt	0.2	-8	15	-1.7	-0.3	-4	-2	2	nt
CCOC(=O)Cc1csc(NC(=O)CSc2nnnn2-c2ccc(C)cc2C)n1	1.2	-11	-1.6	10	85	-1.7	0.2	-1	0	-1	nt
Cc1ccc(NC(=O)C2CCN(c3ncnc4c3nc3n4CCCCC3)CC2)cc1Cl	3.5	-9	1.6	3	-5	-2.1	-0.7	-13	5	4	100
O=C(Nc1ccc(F)cc1)NC1CCN(Cc2ccccc2)CC1	5.3	17	3.7	-5	6	-1.9	2.8	0	-5	-14	88
CC(=O)Nc1c(Cl)c(Cl)c2c(c1Cl)C(=O)c1cc(Cl)ccc1-2	2.9	-29	nt	16	nt	nt	2.1	-12	6	-11	119

Arranged by molar mass (lowest first): some entries from above.
SMILES	phage Ecoli inh	PfHsp90 set2	AddAB inh	Arr AP2 block	Mot1-301 SUMO	Ecoli viability	MOR-DOR ag	PKA-R1A activ	Tat export inh	OPRM1-OPRD1 inv	DSG3 Ab inh
COc1ccc(/C=C/C(=O)OCC(=O)Nc2ccc(Cl)cn2)cc1	2.1	-13	3.1	-16	151	-1.3	5.2	-9	2	-27	100
COc1ccc(N2C(=O)C3NN=C(C(=O)OCc4ccccc4)C3C2=O)cc1 (centres undefined)	-0.5	10	-0.2	16	-2	-1.5	-2.1	3	0	9	nt
CCn1c(C)nc2cc(-c3nnc(-c4c(-c5ccccc5)noc4C)o3)ccc21	1.1	nt	2.0	7	11	0.5	0.0	-16	0	0	100
CC(C)CCNC(=O)C(c1ccc(O)cc1)N(Cc1cccs1)C(=O)C1COc2ccccc2O1 (centres undefined)	3.5	-13	2.9	17	8	1.8	1.1	-13	14	-6	80

The list goes on.
SMILES	phage Ecoli inh	PfHsp90 set2	AddAB inh	Arr AP2 block	Mot1-301 SUMO	Ecoli viability	MOR-DOR ag	PKA-R1A activ	Tat export inh	OPRM1-OPRD1 inv	DSG3 Ab inh
O=C(Nc1ccc(Cc2ccncc2)cc1)c1ccc(S(=O)(=O)N2CCOCC2)cc1	-0.3	5	-0.2	-8	-19	1.1	0.4	4	8	-2	79
CC(C)COc1ccc(C(=O)N/C(=C\c2cccc([N+](=O)[O-])c2)C(=O)O)cc1	3.6	16	-1.5	-8	1	0.3	-3.8	-6	-1	20	98
O=C(N/N=C/c1c(Cl)cccc1Cl)C(=O)NC1CC1	1.2	-1	3.6	-7	-17	-0.6	-0.3	-9	2	2	98
COC(c1ccc(Cl)cc1)(c1ccc(Cl)cc1)C(Oc1nc(C)cc(C)n1)C(=O)O (centres undefined)	-0.9	4	-0.8	29	-8	0.8	-0.6	-3	1	3	113
C=CCCN(Cc1ccccc1)S(=O)(=O)c1ccccc1Br	1.9	4	-0.5	-1	19	-0.2	1.7	-17	4	-10	100
Nc1ccc(Cl)cc1/C(=N/O)c1ccccc1	1.3	13	2.5	-1	-15	-2.5	-0.4	5	3	2	94
O=C(Nc1cccc(Cl)c1)N1CCSc2cc(Cl)ccc21	5.6	25	0.6	9	3	1.3	3.0	-2	0	-16	103
